Screens as filed in PubChem.
BRCA1 expr act – qHTS Assay to Identify Small Molecule Activators of BRCA1 Expression; MCF7-BRCA1-FFLuc reporter, luminescence, 48 h; response scale: scaled: vehicle 0%, 10 µM genistein 100%; Potency, µM (doses to about 46.1 µM), for inactives: at the top dose activation, most hits filed as activators; actives 1.1% (n = 380,000); AID 624202, 2012; also: potency is read from the fitted curve at half-maximal effect; nearly all actives have a fitted effect of over 80% in size; some results filed as inactive show a strong effect at the top dose
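First, MCF7-BRCA1-FFLuc cells (2000/well) attach for 2 h; next, compounds are pin-added and incubated 48 h at 37 °C; finally, luciferase reagent is added and luminescence read after 15 min.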
uPA surface inh – qHTS for Inhibitors of Cell Surface uPA Generation. cell surface uPA generation assay, qHTS. Potency, µM (titrated, usually from 38.3 µM), for inactives: at the top dose activity change, negative = inhibition, most hits filed as inhibitors. actives 0.31% (n = 330,000). AID 540303, 2011; active = well fitted inhibition curve with a large enough effect; inconclusive = small, poorly fitted or top-dose-only effect; inactive = no such curve, though single readings can be large or run the other way; tested in mouse RAW 264.7 cells; also: potency is read from the fitted curve at half-maximal effect; % is scaled to controls: 0 for no effect and ±100 for the full control effect; nearly all actives have a fitted effect of over 55% in size
USP2a inh – qHTS Assay for Inhibitors of Ubiquitin-specific Protease USP2a Using CHOP2 as the Reporter; actives 0.01% (n = 330,000); Ubiquitin carboxyl-terminal hydrolase 2 (Homo sapiens), O75604; Potency, µM (titrated, usually from 38.3 µM), for inactives: at the highest dose activity change, negative = inhibition, usual class: inhibitors; AID 463254, 2010; USP2 core, Ub-CHOP2 coupled fluorogenic reporter, 485/531;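 also: potency is read from the fitted curve at half-maximal effect; plate controls were DMSO wells for no effect and full inhibition by NEM control for full effect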
Target sequence (O75604 whole entry, looked up): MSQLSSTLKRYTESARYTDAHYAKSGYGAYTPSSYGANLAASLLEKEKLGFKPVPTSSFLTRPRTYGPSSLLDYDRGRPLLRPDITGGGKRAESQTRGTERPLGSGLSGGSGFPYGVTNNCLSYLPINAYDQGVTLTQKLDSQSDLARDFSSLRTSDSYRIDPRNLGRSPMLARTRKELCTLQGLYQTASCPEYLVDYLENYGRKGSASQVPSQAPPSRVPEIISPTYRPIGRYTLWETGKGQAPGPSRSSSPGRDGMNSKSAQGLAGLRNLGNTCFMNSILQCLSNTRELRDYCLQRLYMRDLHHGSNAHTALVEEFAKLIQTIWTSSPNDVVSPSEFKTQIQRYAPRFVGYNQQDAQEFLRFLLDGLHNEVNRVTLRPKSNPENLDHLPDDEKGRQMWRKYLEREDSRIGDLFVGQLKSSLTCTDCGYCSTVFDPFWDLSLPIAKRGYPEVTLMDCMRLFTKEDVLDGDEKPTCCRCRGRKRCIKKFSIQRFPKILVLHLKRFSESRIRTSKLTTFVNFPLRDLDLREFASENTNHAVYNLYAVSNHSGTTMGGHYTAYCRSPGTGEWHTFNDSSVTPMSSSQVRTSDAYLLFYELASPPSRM
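Cell-free coupled assay: 10nM USP2 core preincubated 30min RT with compound in Tris-HCl pH 8.0/CaCl2/CHAPS buffer, then 25nM Ub-CHOP2 and 25nM reporter substrate; fluorescence (Ex 485/Em 531) read after 60min RT, normalized to NEM inhibition, concentration-response curves fitted.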
TRPV1 ag – HTS Assay for Compounds that Act as Agonists of the Vanilloid Receptor 1; TRPV1-expressing cells, Fluo-8 calcium influx, agonist mode; AID 540275, 2011; activation, % at 8.33 µM; actives 0.19% (n = 320,000); in the data active = activation above about 80%; inconclusive = between about 30% and that limit; also: 0% is about no effect
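Fluo-8 calcium influx in TRPV1-expressing cells, kinetic read (ex 480/em 520 nm). Compound added and read 3 min for agonist activity, followed by capsaicin at EC20 final and 2 min further read for enhancement.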
a7 integrin act – qHTS for Activators of Integrin-Mediated Alleviation for Muscular Dystrophy; alpha7betagal myoblasts, beta-gal FDG fluorescence, 48 h; Potency, µM (top dose mostly 38.3 µM), inactives show at the top dose activation, hits mostly activators; actives 0.064% (n = 350,000); AID 624291, 2012;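 also: potency is read from the fitted curve at half-maximal effect; 100% = response of the positive control SU9516; nearly all actives have a fitted effect of over 60% in size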
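alpha7betagal+/- myoblasts (passage 13, 250/well) treated 48 h at 37C with compounds at 1:260 dilution of DMSO stock. Lysed, then beta-galactosidase activity read as FDG fluorescence (ex 480/em 540) after 30 min, with pre-read for autofluorescence.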
TSG101-PTAP inh – qHTS Assay for Iinhibitors of HIV-1 Budding by Blocking the Interaction of PTAP/TSG101; Fluorescence polarization, FITC-PTAP peptide / Tsg101 binding; Potency, µM (series often up to 115 µM), for the others: at the top dose activity change, negative = inhibition, usual class: inhibitors; 340,000 tested, under 10 active; AID 493005, 2010; active = well fitted inhibition curve with a large enough effect in the main read-out, with a control signal flat, not every such curve was filed as active; inconclusive = small, poorly fitted or top-dose-only effect, or effect the other way, or a change in a side signal; inactive = no such curve, though single readings can be large or run the other way; also: potency is read from the fitted curve at half-maximal effect; % of control where 0% means no effect
Target sequence (Q99816 whole entry, looked up): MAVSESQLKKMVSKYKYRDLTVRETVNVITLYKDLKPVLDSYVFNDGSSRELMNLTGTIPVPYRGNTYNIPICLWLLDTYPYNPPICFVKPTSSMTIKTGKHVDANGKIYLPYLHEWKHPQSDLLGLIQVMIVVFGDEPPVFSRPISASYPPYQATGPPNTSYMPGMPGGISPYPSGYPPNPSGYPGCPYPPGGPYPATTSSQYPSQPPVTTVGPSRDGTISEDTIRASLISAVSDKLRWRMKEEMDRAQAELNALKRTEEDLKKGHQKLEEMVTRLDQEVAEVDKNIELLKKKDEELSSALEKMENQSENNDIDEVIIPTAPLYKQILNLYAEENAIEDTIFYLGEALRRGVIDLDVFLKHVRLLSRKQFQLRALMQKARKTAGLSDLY
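Steps: Tsg101 binding domain dispensed (10 uM final), compounds pinned in DMSO, FITC-labeled PTAP-motif peptide added (50 nM final); after 20 min binding at room temperature, polarization measured.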
Eya2 inh – qHTS Assay for Inhibitors of the Phosphatase Activity of Eya2; Protein phosphatase EYA2 (Homo sapiens), O00167; recombinant Eya2, OMFP fluorescence dephosphorylation (OMFP is methylfluorescein phosphate); Potency, µM (titrated, usually from 76.9 µM), without a hit: at the top dose activity, negative = inhibition, most hits filed as inhibitors; actives 0.006% (n = 330,000); also: potency is read from the fitted curve at half-maximal effect; % is scaled to controls: 0 for no effect and ±100 for the full control effect
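Eya2 protein (added as 0.2 uM solution) was preincubated with compound for 10 min at ambient temperature in 50 mM HEPES pH 7.5, 50 mM NaCl, 5 uM MgCl2, 0.05% BSA, 1 mM DTT. OMFP (added at 50 uM) then reacted 10 min; fluorescence read at 485/525 nm.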
S-ASM inh – Inhibitors of Secretory Acid Sphingomyelinase (S-ASM): qHTS | Sphingomyelin phosphodiesterase (Homo sapiens), P17405 | placental ASM, HMU-PC fluorogenic substrate, 60 min | Potency, µM (series often up to 57.5 µM), for the others: top-dose activity change, negative = inhibition, actives largely listed as inhibitors | actives 0.006% (n = 340,000) | AID 504937, 2011; also: potency is read from the fitted curve at half-maximal effect
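HMU-PC0 cleavage (9 uM final) by human placental ASM, 60 min at 37 °C following 10 min compound exposure at RT; stopped at pH 10, fluorescence Ex 386/Em 447 nm.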
B2AR arrestin – qHTS assay of beta-arrestin-biased ligands of beta2-adrenergic receptor. Beta-2 adrenergic receptor (Homo sapiens), P07550. beta-arrestin recruitment to beta2AR, cell-based reporter. Potency, µM (doses to about 46.1 µM), for the others: top-dose activation, hits mostly activators. actives 0.02% (n = 330,000). AID 492947, 2010;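 also: potency is read from the fitted curve at half-maximal effect; 0% = DMSO controls and full agonism = EC100 isoproterenol or metaproterenol; nearly all actives have a fitted effect of over 65% in size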
ELG1 genotoxic – qHTS screen for small molecules that induce genotoxicity in human embryonic kidney (HEK293T) cells expressing luciferase-tagged ELG1; HEK293T ELG1-luciferase reporter, luminescence, 16 h; Potency, µM (top dose mostly 46 µM), inactives show at the top dose activity change, positive = activation, most hits filed as activators; actives 1.3% (n = 330,000); AID 504466, 2011; also: potency is read from the fitted curve at half-maximal effect; % of control where 0% means no effect; nearly all actives have a fitted effect of over 60% in size
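16 hr compound incubation (37 °C, 5% CO2) of HEK293T cells carrying luciferase-tagged ELG1; luciferase then measured by ONE-Glo luminescence after 30 min at RT.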
p53 reactivator – qHTS assay for re-activators of p53 using a Luc reporter. AID 504706, 2011. H1299 p53-A138V BP100-luciferase reporter, luminescence, 24 h. Potency, µM (series often up to 92.2 µM), without a hit: at the highest dose activity change, positive = activation, usual class: activators. actives 0.063% (n = 320,000); also: potency is read from the fitted curve at half-maximal effect; % of control where 0% means no effect; nearly all actives have a fitted effect of over 45% in size
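p53-null H1299 cells stably carrying temperature-sensitive p53-A138V and a BP100-luciferase reporter were pinned with compounds (4-point, 1:5 series) and held 24 hrs at 37 deg C. Luminescence was read 10 min after detection reagent.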
The depositor's hits bear a star; i = inactive; u = inconclusive; x = not tested or not shown; [ ] = remark or other dose. Unless noted, calls follow the shape of the dose curve; as a rule, active = well fitted curve in the direction sought with a large enough effect; inconclusive = small, poorly fitted or top-dose-only effect, or another doubt; inactive = no such curve, though single readings can be large; an effect the other way counts as inactive or inconclusive.

1	COc1cc(C(=O)N2CCCc3ccccc32)c([N+](=O)[O-])cc1OC
2	COc1ccc2cc(C(c3nnnn3CC3CCCO3)N3CCOCC3)c(=O)[nH]c2c1 (centres undefined)
3	CCOCCn1c(CN2CCN(C(c3ccccc3)c3ccccc3)CC2)nc2c1c(=O)n(C)c(=O)n2C
4	CCCCc1ccc(N=N/C(C(=O)Nc2ccccc2OC)=C(/C)O)cc1
5	CC12CCC(C(=O)N(Cc3ccccc3)Cc3ccccc3)(OC1=O)C2(C)C (centres undefined)
6	CC1CC(C)CN(C(=S)SCc2nc(N)nc(Nc3ccccc3)n2)C1 (centres undefined)
7	COc1cccc(C(C(=O)NC2CCCC2)N(Cc2ccccc2OC)C(=O)c2ccco2)c1 (centres undefined)
8	COc1ccc(-c2noc(CN(C)S(=O)(=O)c3ccc(C)cc3)n2)cc1
compound no.	1	2	3	4	5	6	7	8
BRCA1 expr act	-19%	6%	-6%	-6%	-9%	-67%	-30%	-48%
uPA surface inh	6%	x	7%	4%	9%	2%	13%	1%
USP2a inh	0%	1%	0%	3%	0%	0%	-2%	5%
TRPV1 ag	3	2	-1	-2	19	12	-5	10
a7 integrin act	0%	1%	12%	36%	8%	6%	-5%	-39%
TSG101-PTAP inh	-6%	-14%	-8%	0%	0%	-4%	2%	-4%
Eya2 inh	4%	4%	0%	-1%	2%	-2%	-1%	1%
S-ASM inh	0%	12%	-5%	-3%	-3%	-3%	1%	-4%
B2AR arrestin	-0.1%	-1.2%	-1.1%	-0.4%	-0.6%	2.1%	0.0%	-0.2%
ELG1 genotoxic	-6%	0%	-7%	-1%	-11%	-3%	-2%	13%
p53 reactivator	11%	-4%	2%	-9%	2%	1%	-10%	6%

9	Cc1ncc(CO)c(CNc2ccc(-c3nc4ccccc4[nH]3)cc2)c1O
10	Cc1c(NS(=O)(=O)c2cccc(C(=O)NC(C)c3ccccc3)c2)c(=O)n(-c2ccccc2)n1C (centres undefined)
11	COc1ccc([C@H]2C(C(=O)O)=C[C@@H](C(C)(C)C)N2S(=O)(=O)c2ccc(C)cc2)cc1OC
12	CC(=O)Nc1ccc(S(=O)(=O)NC2CCCCCC2)cc1
13	O=C(CSc1nnc(SCc2ccc(Cl)cc2)s1)N/N=C/c1ccccc1Cl
14	O=C(CN1C(=O)CCOc2ccccc21)Nc1ccc(Cl)c(S(=O)(=O)N2CCOCC2)c1
15	COc1ccc2[nH]cc(CCN3C(=O)CCC3=O)c2c1
16	CCN(CC)c1ccc(NC(=O)Nc2ccccc2C(F)(F)F)cc1
compound no.	9	10	11	12	13	14	15	16
BRCA1 expr act	u	-3%	4%	-25%	11%	-1%	6%	50%
uPA surface inh	u	11%	-1%	0%	-1%	-8%	1%	-3%
USP2a inh	3%	x	0%	3%	0%	0%	-1%	5%
TRPV1 ag	0	x	x	0	-3	4	0	-3
a7 integrin act	7%	-5%	14%	5%	14%	-12%	6%	0%
TSG101-PTAP inh	-5%	-3%	-4%	-7%	-6%	-2%	-4%	2%
Eya2 inh	-3%	x	-21%	-15%	-1%	-8%	23%	6%
S-ASM inh	51%[activator]	0%	5%	-2%	-12%	0%	0%	9%
B2AR arrestin	-0.4%	x	-0.6%	0.2%	-0.4%	-0.3%	0.0%	0.5%
ELG1 genotoxic	u	x	-1%	-4%	5%	-1%	0%	0%
p53 reactivator	16%	x	5%	-21%	25%	-6%	3%	34%

17	COc1ccccc1C(=O)N1CCN(S(=O)(=O)Cc2ccccc2)CC1
18	CCCN(CC1CC1)C(=S)Nc1ccccc1F
19	CCN1C=C(C(=O)OC)C(c2cccc(OC)c2OC)C(C(=O)OC)=C1
20	CCC1CCCCN1S(=O)(=O)c1ccc(-n2cnnn2)c(C)c1 (centres undefined)
21	CCCCCn1c(=O)[nH]c2cc(C(=O)NCCN3C(C)CCCC3C)ccc2c1=O (centres undefined)
22	COc1ccc(Cc2nnc(NC(C)=O)s2)cc1
23	CC1CC(C)CN(C(=O)c2cn(C)c3ccc(S(=O)(=O)N(C)C)cc3c2=O)C1 (centres undefined)
24	COc1ccc(NC(=S)NC2CC3CCCC(C2)N3C2CC2)cc1 (centres undefined)
compound no.	17	18	19	20	21	22	23	24
BRCA1 expr act	1%	-2%	-13%	-18%	-15%	0%	-4%	-6%
uPA surface inh	-4%	-1%	3%	3%	1%	0%	0%	-3%
USP2a inh	0%	0%	0%	-7%	1%	4%	4%	-1%
TRPV1 ag	3	4	16	1	-1	1	x	1
a7 integrin act	6%	0%	11%	-13%	-37%	-23%	-20%	-16%
TSG101-PTAP inh	-3%	-5%	-5%	-10%	0%	-1%	-1%	0%
Eya2 inh	16%	8%	-6%	-3%	6%	-4%	29%	9%
S-ASM inh	0%	5%	i	-1%	55%[activator]	-1%	0%	-1%
B2AR arrestin	-0.9%	-0.3%	-0.1%	-0.4%	0.8%	0.0%	0.1%	-0.1%
ELG1 genotoxic	-4%	0%	3%	0%	-1%	10%	0%	-1%
p53 reactivator	-3%	1%	-4%	-2%	-2%	4%	6%	-1%

3 entries out of the list, sorted by molar mass, lowest first.
18	CCCN(CC1CC1)C(=S)Nc1ccccc1F
20	CCC1CCCCN1S(=O)(=O)c1ccc(-n2cnnn2)c(C)c1 (centres undefined)
17	COc1ccccc1C(=O)N1CCN(S(=O)(=O)Cc2ccccc2)CC1
compound no.	18	20	17
BRCA1 expr act	-2%	-18%	1%
uPA surface inh	-1%	3%	-4%
USP2a inh	0%	-7%	0%
TRPV1 ag	4	1	3
a7 integrin act	0%	-13%	6%
TSG101-PTAP inh	-5%	-10%	-3%
Eya2 inh	8%	-3%	16%
S-ASM inh	5%	-1%	0%
B2AR arrestin	-0.3%	-0.4%	-0.9%
ELG1 genotoxic	0%	0%	-4%
p53 reactivator	1%	-2%	-3%

(listing goes on)
25	CC(=O)c1cccc(NC(=O)CSc2nnc(C(C)N(C)C)n2-c2ccc(F)cc2)c1 (centres undefined)
26	COc1ccc(S(=O)(=O)N2CCCCC2)cc1C(=O)N1CCCC1
27	Cc1cccc(C(CC(=O)O)n2cccc2)c1 (centres undefined)
28	COc1ccccc1C1NC(=O)c2ccccc2O1 (centres undefined)
29	CCOC(=O)c1cc2ccc(OC)c(OC)c2c(=O)s1
30	CCOc1ncccc1C(=O)NC(C)CCc1ccccc1 (centres undefined)
31	CCOC(=O)c1cccc(NC(=O)C2CCCN2S(=O)(=O)c2cccc3cccnc23)c1 (centres undefined)
32	COc1ccc(-n2c(SCC(=O)N3CCOCC3)nnc2C(C)N2CCCCC2)cc1 (centres undefined)
33	CNC(C)C#Cc1ccc2c(=O)c3c(OC)cccc3oc2c1 (centres undefined)
34	Cc1ccc(/C=N/NC(=O)COc2ccc(Cl)c(C)c2)o1
35	O=C(CNC(=O)c1ccccc1Br)N/N=C/c1cccnc1
compound no.	25	26	27	28	29	30	31	32	33	34	35
BRCA1 expr act	-2%	-12%	-34%	29%	44%	-18%	0%	12%	x	-6%	-36%
uPA surface inh	0%	1%	0%	-1%	0%	-16%	0%	-3%	x	1%	1%
USP2a inh	0%	4%	5%	0%	0%	3%	1%	-2%	-4%	-5%	2%
TRPV1 ag	-2	0	2	-1	2	27	8	-1	13	1	-1
a7 integrin act	0%	9%	4%	-11%	5%	-11%	-6%	25%	x	2%	16%
TSG101-PTAP inh	-7%	-3%	-7%	-1%	-7%	-2%	2%	-3%	x	1%	-9%
Eya2 inh	-11%	-15%	-24%	-1%	-28%	13%	2%	3%	4%	1%	-9%
S-ASM inh	-1%	1%	-2%	-3%	19%	-4%	3%	1%	x	-2%	1%
B2AR arrestin	-0.5%	0.1%	-0.1%	0.5%	0.0%	0.1%	-3.1%	-0.7%	0.3%	0.3%	0.6%
ELG1 genotoxic	-12%	0%	1%	1%	u	-4%	-6%	6%	u	1%	3%
p53 reactivator	-6%	3%	2%	13%	u	-5%	-7%	-2%	16%	-1%	7%
